Bioassay records (PubChem)
NS5 inhibitors = Dengue-2 NS5 methyltransferase inhibitors, primary screen, biochemical, confirmation dose response (AID 588689). Dengue-2 NS5 methyltransferase capping enzyme assay, biochemical; higher % means a stronger effect. inhibition, % at 25 µM, or IC50 in µM where a hit was titrated. hit rate 0.3% among 340,000; in the data active = a potency from the dose series; inconclusive = inhibition above about 29% without an active follow-up result
LYP phosphatase = PTPN22 lymphoid phosphatase activity blockers – biochemical, fluorescence intensity, uHTS (AID 1779). hit rate 0.054% among 290,000. one-dose inhibition, % at 11.5 µM; IC50 in µM for titrated hits. recombinant LYP phosphatase, fluorescence intensity; higher % means a stronger effect;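 note: plate controls were vehicle with enzyme for no effect and no enzyme for full effect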
HIV peptide binding = inhibitors of HIV fusion peptide binding, primary screen, biochemical, uHTS, fluorescence dequenching (AID 1986); cell-free peptide binding, fluorescence dequenching, 30 min; higher % means a stronger effect; one-dose inhibition, % at 20 µM; IC50 in µM for titrated hits; hit rate 0.3% among 290,000; in the data active = inhibition mostly above about 52%, no sharp cut-off; inactive = mostly below about 76%; note: some results filed as inactive read as strong as hits
XIAP antagonists = small molecules displacing peptide from XIAP – biochemical, IAP family, fluorescence polarization (AID 1018); hit rate 0.007% among 200,000; XIAP BIR domain, fluorescence polarization peptide displacement; higher % means a stronger effect; one-dose displacement, % at 20 µM; IC50 in µM for titrated hits; in the data active = displacement above about 50%; note: a part of the inactive calls stands beside numbers as strong as those of hits
Siah-1 displacement = Siah-1 peptide-binding antagonists, primary screen, biochemical, fluorescence polarization, rhodamine-plectin, uHTS (AID 1817); Siah-1 / rhodamine-plectin peptide fluorescence polarization; higher % means a stronger effect; one-dose displacement, % at 20 µM; IC50 in µM for titrated hits; hit rate 0.02% among 290,000;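 active = displacement of at least 50% at 20 µM, with a fluorescence ratio check between 0.3 and a set limit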;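 note: plate controls were Siah plus tracer with DMSO for no effect and tracer alone without Siah for full effect; strong numbers were not always called active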
Myeloid diff 2 = myeloid differentiation induction; ER-HoxA9 myeloid progenitors, lysozyme-GFP differentiation, flow cytometry; calls only at 10 µM; hit rate 1% among 360,000; AID 624256;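 active = normalized GFP-positive differentiation at or above the plate's own cutoff, the solvent-only control mean plus 3 SD; inconclusive = no clear call, values can overlap the other calls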;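 note: cells exposed to compound for four days before flow analysis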
Lipid droplet = hepatic lipid droplet formation modulation; hit rate 0.4% among 240,000; inhibition, % at 6.5 µM; AML12 mouse hepatocytes, oleate lipid droplets, BODIPY imaging;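 active = lipid droplet intensity inhibited by at least 50%, with more than 500 cells counted; inconclusive = wells with under 300 cells, treated as cytotoxic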
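Material: mouse AML12 hepatocyte cell line, fixed after treatment; Timing: compound with oleate, overnight; Technique: high-content imaging of BODIPY-stained droplets and DAPI nuclei; Probe or stimulus: oleate, 100 µM final; Dosing: compound at 6.5 µM only.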
HEK293 NOD2/NF-kB = NOD2 signaling inhibitors, cell-based, luminescence, uHTS, HEK293 (AID 1566) | HEK293 NOD2/NF-kB luciferase reporter, luminescence; higher % means a stronger effect | one-dose inhibition, % at 4 µM; EC50 in µM for titrated hits | hit rate 0.63% among 290,000; note: many of its hits are not listed in these tables
AID2073 = disruptors of CaV2.2 binding to Mint1 – biochemical, HTRF (AID 2073) | inhibition, % at 20 µM, or IC50 in µM where a hit was titrated | HTRF protein-protein interaction, Mint1-CaV2.2; higher % means a stronger effect | hit rate 0.19% among 290,000; in the data active = inhibition mostly above about 51%, no sharp cut-off; inconclusive = no clear call, values can overlap the other calls; inactive = mostly below about 53%; note: some results filed as inactive read as strong as hits
Lipid droplet cells 6.5 µM = second read-out of Lipid droplet, no call of its own (marks repeat the call); cell count; measured here: cell count, cytotoxicity flag;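 cells counted across two imaged fields per well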
NS5 inhibitors pilot replicate = also measured in NS5 inhibitors; calls as there; inhibition, %; measured here: pilot screen replicate inhibition
Myeloid diff 2 GFP+ MAC1+ % = further read-out of Myeloid diff 2, marked with its call; GFP+ MAC1+ double positive, %; measured here: differentiation confirmed by MAC1 staining
* = called active by the depositor; i = inactive; ? = inconclusive; nt = no result given; + = active, no number. Cut-off read from the data, not from the text of the source, unless noted: active = inhibition above about 50%; inactive = the rest.

SMILES | NS5 inhibitors | LYP phosphatase | HIV peptide binding | XIAP antagonists | Siah-1 displacement | Myeloid diff 2 | Myeloid diff 2 GFP+ MAC1+ % | Lipid droplet | Lipid droplet cells 6.5 µM | HEK293 NOD2/NF-kB | AID2073 | others
Cc1ccc(-c2nc(S(=O)(=O)c3ccc(F)cc3)c(SCC(=O)NCC3CCCO3)o2)cc1 (centres undefined) | 0% | -12% | -0.1% | -16% | 3% | i | 0.9 | -4 | 752 | -2% | 3%
CCN(CC)CCNC(=O)C1c2ccccc2C(=O)N(C)C1c1cn(C)c2ccccc12 (centres undefined) | -17% | -1% | 45% | -7.1% | 2% | i | 0.5 | nt | nt | 7% | 4%
COc1ccc(CCN(C(=O)C(F)(F)F)C(C(=O)NC2CCCC2)c2cccs2)cc1OC (centres undefined) | 0% | 1% | -0.7% | -8.5% | -3% | i | 5.9 | -22 | 610 | -14% | 18%
Cc1ccc(C(=O)C(C)OC(=O)C2=COCCO2)cc1C (centres undefined) | 2% | -6% | -1.0% | -3.9% | 1% | i | 1.1 | nt | nt | -2% | 10%
Cc1ccc(C)c(NC(=O)CCC(=O)N/N=C/c2cccnc2)c1 | 0% | -6% | -0.7% | nt | -1% | i | 0.7 | -11 | 646 | -1% | 10%
CCOc1ccc(OCCN(C)Cc2ccccc2)cc1 | -4% | -6% | 2.2% | -5.0% | 5% | i | 0.3 | 15 | 803 | -7% | 36%
Cc1cc(-c2ccc(C)c(S(=O)(=O)NCCc3ccco3)c2)on1 | 1% | -8% | 0.5% | nt | 3% | i | 2.9 | 5 | 736 | 16% | 16%
NC(=O)CC1C(=O)N(c2ccccc2)C(=S)N1NC(=O)c1ccc(Br)cc1 (centres undefined) | 6% | -12% | 0.1% | nt | 8% | i | 0.2 | nt | nt | -19% | -11%
COc1cccc(-n2cnc3c(sc4nc(N5CCOCC5)c5c(c43)CCCC5)c2=O)c1 | 2% | 10% | -0.3% | -9.1% | 5% | i | 1.0 | 0 | 689 | 32% | 5%
CN(C(=O)CSc1ncnc2scc(-c3ccccc3)c12)C1CCS(=O)(=O)C1 (centres undefined) | -17% | -4% | 0.2% | -1.0% | 12% | i | 0.4 | -9 | 662 | 16% | -4%
COc1ccc(S(=O)(=O)N2CCN(c3ccccn3)CC2)c(OC)c1 | nt | -14% | -1.7% | nt | -3% | i | 1.1 | -12 | 783 | -2% | -6%
O=c1oc2cc(O)ccc2cc1-c1ccc(F)cc1 | -5% | -57% | 5.8% | 13% | -2% | i | 0.3 | -21 | 702 | -36% | ?
Nc1nc2n(n1)C(c1ccco1)CC(c1ccc(Cl)cc1Cl)N2 (centres undefined) | -3% | -5% | -2.4% | -3.3% | 1% | i | 1.0 | 16 | 756 | -12% | 0%
Cc1ccc(N2CCN(c3ncccc3[N+](=O)[O-])CC2)c(C)c1 | -6% | -3% | -0.9% | nt | -2% | i | 0.3 | 7 | 814 | 2% | 4%
CC1CN(C2CCN(S(=O)(=O)c3ccc4ccccc4c3)CC2)CC(C)O1 (centres undefined) | -5% | -6% | 28% | -3.4% | 4% | i | 2.0 | nt | nt | -32% | 6%
COc1ccc(NC(=O)CSc2nc(N)c3cc4c(nc3n2)CCCC4)cc1 | -8% | -4% | 1.4% | -2.5% | -10% | i | 0.3 | -21 | 657 | -53% | 3%
CCCNCc1cc(Cl)c(OCC)c(Cl)c1 | -2% | -10% | 0.0% | 1.5% | 7% | ? | nt | -8 | 692 | 10% | 1%
CCn1c(/C=C/c2cccc([N+](=O)[O-])c2)nc2ccccc2c1=O | -3% | -2% | 3.1% | -3.0% | 5% | i | 0.4 | nt | nt | 5% | 21%
COc1cccc(OCc2cc(C(=O)N3CCC(C(O)C(C)C)CC3)no2)c1 (centres undefined) | -8% | -7% | 0.5% | nt | -3% | i | 1.3 | -2 | 771 | -7% | 8%
O=C(CNC(=O)c1ccccc1F)OCC(=O)c1ccc(Cl)s1 | 3% | -5% | 0.6% | nt | -6% | nt | nt | -3 | 825 | -14% | 16%
O=C(O)C1=C[C@H](c2coc3ccccc3c2=O)C[C@H](OCc2ccc(CO)cc2)O1 | 0% | -4% | 4.9% | -3.5% | -1% | i | 1.8 | 15 | 689 | 14% | 9%
NS(=O)(=O)c1ccc(NC(=S)NCc2ccc3c(c2)OCO3)cc1 | -5% | -2% | 0.2% | -7.2% | 4% | i | 0.2 | 0 | 706 | -3% | -24%
Cc1cc(=O)oc2cc(NC(=O)c3cccc(Br)c3)ccc12 | -4% | -10% | 5.7% | nt | 8% | i | 1.3 | -13 | 748 | -1% | 5.3µM*
Cn1cc(S(=O)(=O)N2CCCC2)cc1C(=O)NCc1ccc(Cl)cc1 | -3% | 0% | 2.0% | nt | -3% | i | 1.8 | -21 | 753 | 4% | 2%
CCNc1ccc(N=Nc2c(C)n(C)n(-c3ccccc3)c2=O)cc1 | nt | 2% | -0.6% | -14% | 0% | i | 0.1 | -31 | 733 | -6% | 20%
COc1ccc(Nc2ncnc3sc(-c4ccccc4)cc23)c(OC)c1 | 3% | -6% | -1.8% | nt | -1% | i | 0.2 | -15 | 685 | -105% | 25%
CC(CCc1ccccc1)NC(=O)CNC(=O)c1ccccc1Br (centres undefined) | -6% | -6% | 1.7% | nt | 4% | i | 4.8 | -8 | 621 | 8% | 4%
COc1cc(NC(=O)CCc2nnc3ccc(NCc4ccco4)nn23)cc(OC)c1 | 1% | -6% | 1.3% | nt | 7% | i | 2.6 | 15 | 660 | 3% | 12%
C=CCNC(=O)c1ccccc1NC(=O)C1CC(=O)N(C(C)C)C1 (centres undefined) | -3% | -11% | -1.1% | nt | -3% | i | 0.4 | -5 | 771 | -10% | 19%
C=CCn1cn[nH]c1=S | -5% | 6% | -0.8% | -5.0% | -2% | i | 0.9 | -10 | 711 | 8% | -9%
CC(=O)COc1ccc2c(C)c(-c3ccccc3)c(=O)oc2c1 | -1% | -3% | -1.4% | -1.6% | 3% | i | 0.2 | 20 | 724 | -51% | 17%
Nc1ncnc2c1ncn2[C@@H]1O[C@H](CO)[C@@H](O)[C@H]1O | -1% | -2% | -1.3% | -3.8% | 5% | + | 3.2* | 1 | 705 | 13% | 1%
O=C(CNC(=O)/C(=C\c1ccc(Br)cc1)NC(=O)c1ccccc1)OCc1ccccc1 | -1% | 3% | 1.4% | -1.7% | 6% | i | 0.1 | 5 | 655 | -1% | ?
CN(C)S(=O)(=O)c1cccc(NC(=O)COc2cccc(C#N)c2)c1 | 6% | 1% | -3.1% | -7.9% | 2% | i | 1.0 | 2 | 645 | 8% | 10%
c1ccc(Cn2nnnc2C(c2ccncc2)N2CCOCC2)cc1 (centres undefined) | 8% | -12% | -0.8% | 1.7% | 2% | i | 14 | nt | nt | -23% | -4%
O=C1CC(NCc2ccccc2F)C(=O)N1c1ccccc1 (centres undefined) | 1% | -6% | -2.4% | -1.8% | 1% | i | 1.9 | nt | nt | 18% | -10% | NS5 inhibitors pilot replicate=-2.7
CCOC(=O)c1c(NC(=O)CSc2c[nH]c3ccccc23)sc2c1CCC2 | -2% | 2% | 0.6% | -8.2% | 2% | i | 2.0 | -7 | 743 | 22% | -23%
Cc1ccc(Nc2nc(-c3ccc(O)cc3O)cs2)nc1 | -7% | 1% | 0.2% | -3.5% | -2% | i | 0.5 | 29 | 713 | -82% | 7%
CCc1cccc(CC)c1NC(=O)NC1CCCCC1 | -4% | -1% | 2.4% | -0.2% | 15% | + | 6.8* | -7 | 650 | -10% | 20%
CC(C)(C)N(Cc1ccccc1)C(=O)c1ccncc1 | -5% | -8% | 0.9% | nt | 2% | nt | nt | nt | nt | 7% | -1%
O=C(C/C=N\OCc1c(Cl)cccc1Cl)Oc1ccc(Cl)cc1Cl | 1% | -9% | 24% | -3.6% | -2% | i | 0.5 | 7 | 763 | 7% | -4%
CCn1c(SCC(=O)N/N=C(/C)c2ccncc2)nc2ccccc21 | -3% | -7% | -0.9% | nt | 11% | i | 0.7 | 6 | 695 | 13% | 2%
Cc1cccc(NC(=O)c2ccc(NCCc3ccccc3)c([N+](=O)[O-])c2)c1 | -8% | -6% | 97%* | -1.0% | 2% | i | 0.5 | -5 | 681 | 10% | ?
CC1(C)CC(=O)C=C(Nc2ccc(F)c(Cl)c2)C1 | 1% | -4% | -0.2% | nt | 0% | i | 0.3 | -1 | 662 | 1% | 17%

2 compounds drawn at random from those above:
SMILES | NS5 inhibitors | LYP phosphatase | HIV peptide binding | XIAP antagonists | Siah-1 displacement | Myeloid diff 2 | Myeloid diff 2 GFP+ MAC1+ % | Lipid droplet | Lipid droplet cells 6.5 µM | HEK293 NOD2/NF-kB | AID2073 | others
Cn1cc(S(=O)(=O)N2CCCC2)cc1C(=O)NCc1ccc(Cl)cc1 | -3% | 0% | 2.0% | nt | -3% | i | 1.8 | -21 | 753 | 4% | 2%
O=c1oc2cc(O)ccc2cc1-c1ccc(F)cc1 | -5% | -57% | 5.8% | 13% | -2% | i | 0.3 | -21 | 702 | -36% | ?

Of the compounds above, these have fluorine.
SMILES | NS5 inhibitors | LYP phosphatase | HIV peptide binding | XIAP antagonists | Siah-1 displacement | Myeloid diff 2 | Myeloid diff 2 GFP+ MAC1+ % | Lipid droplet | Lipid droplet cells 6.5 µM | HEK293 NOD2/NF-kB | AID2073 | others
Cc1ccc(-c2nc(S(=O)(=O)c3ccc(F)cc3)c(SCC(=O)NCC3CCCO3)o2)cc1 (centres undefined) | 0% | -12% | -0.1% | -16% | 3% | i | 0.9 | -4 | 752 | -2% | 3%
COc1ccc(CCN(C(=O)C(F)(F)F)C(C(=O)NC2CCCC2)c2cccs2)cc1OC (centres undefined) | 0% | 1% | -0.7% | -8.5% | -3% | i | 5.9 | -22 | 610 | -14% | 18%
O=c1oc2cc(O)ccc2cc1-c1ccc(F)cc1 | -5% | -57% | 5.8% | 13% | -2% | i | 0.3 | -21 | 702 | -36% | ?
O=C(CNC(=O)c1ccccc1F)OCC(=O)c1ccc(Cl)s1 | 3% | -5% | 0.6% | nt | -6% | nt | nt | -3 | 825 | -14% | 16%
O=C1CC(NCc2ccccc2F)C(=O)N1c1ccccc1 (centres undefined) | 1% | -6% | -2.4% | -1.8% | 1% | i | 1.9 | nt | nt | 18% | -10% | NS5 inhibitors pilot replicate=-2.7
CC1(C)CC(=O)C=C(Nc2ccc(F)c(Cl)c2)C1 | 1% | -4% | -0.2% | nt | 0% | i | 0.3 | -1 | 662 | 1% | 17%

Some of the compounds tested, so the mix of outcomes need not match the whole.
